MC4R barr agon: activates human MC4R beta-arrestin recruitment | actives 0.98% (n = 360,000) | AID 540308 | U2OS MC4R beta-arrestin complementation, luminescence; percent of melanotan II response, DMSO zero | P32245 | activation, % at 8.9 µM;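 active means activation above a per-plate cutoff, the mean activation of sample wells on that plate plus 3 SD, cut at about 8% in these data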
MC4R antagonist: blocks human MC4R cAMP signaling | P32245 | MC4R-expressing cells, MTII-stimulated cAMP, LANCE TR-FRET | inhibition, % at 6.5 µM | actives 0.48% (n = 360,000);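 active means inhibition above its plate's cutoff, the mean of tested wells on that plate plus 3 SD, cut at about 29% in these data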;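 further: 0% = Melanotan II alone and 100% = Melanotan II plus saturating MCL0020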
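Material – human MC4R-expressing U2OS cells · Repeats – no replicates · Detection – TR-FRET with Eu-cAMP and labeled anti-cAMP, 671 nm · Times – compound 30 min, challenge 1 h, detection 1 h · Compound – single nominal compound dose of 6.5 µM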
LRH-1 inv ag: suppresses constitutive activity of human LRH-1. inhibition, % at 3.6 µM. O00482. actives 0.13% (n = 360,000). HEK293T StAR-luciferase reporter, LRH-1 transfected, 24 h;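 active means inhibition above the mean inhibition of all tested compounds plus 3 SD, cut at about 73% in these data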;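 further: 0% = DMSO wells and 100% = reporter-only cells lacking LRH-1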
NR2F2 inh: NR2F2 (human) inhibition, primary screen | P24468 | HEK293T NGFI-A luciferase reporter, luminescence | inhibition, % at 8.6 µM | actives 0.7% (n = 370,000) | AID 686940;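 active means inhibition above a per-plate cutoff, mean inhibition of test wells between control levels plus 3 SD, cut at about 38% in these data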;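 further: cells cotransfected with COUP-TFII expression vector driving the NGFI-A reporter; 0% = median of COUP-TF2 test wells and 100% = reporter-only cells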
NOD2 RIPK2 PPI: inhibitors of human NOD2-RIPK2 interaction; O43353; CHO BLA complementation NOD2-RIPK2, CCF4 ratio; inhibition, % at 4.98 µM; actives 0.38% (n = 360,000); in the data active means inhibition above about 21%;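 further: 0% = vehicle only and 100% = reference blocker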
NCOA2 inhibitor: human SRC2 (NCOA2) inhibition; inhibition, % at 9 µM; HEK293 GAL4-SRC2 luciferase reporter, luminescence; actives 0.17% (n = 370,000); Q15596;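 active means inhibition above the mean inhibition of all tested compounds plus 3 SD, set per campaign, cut at about 52% in these data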;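 further: 0% = DMSO treated cells and 100% = cells given Gossypol at 36 µM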
LMP1 NFkB inh: Epstein-Barr LMP1 NF-kappaB reporter inhibition; actives 0.69% (n = 350,000); LMP1-induced NF-kappaB luciferase reporter cells, luminescence; inhibition, % at 12.5 µM; in the data active means inhibition above about 41%;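 further: 0% = neutral control wells and 100% = reference inhibitor control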
TLR9-MyD88 inh: TLR9-MyD88 interaction inhibition; Q9NR96+Q99836; CHO BLA complementation TLR9-MyD88, CCF4 FRET ratio; inhibition, % at 4.98 µM; actives 0.21% (n = 340,000);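 active means inhibition above the mean over all tested compounds plus 3 SD, cut at about 21% in these data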;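 further: 0% = DMSO only wells and 100% = clavulanate BLA inhibitor control wells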
SRC1 inh: inhibitors of human steroid receptor coactivator 1 (SRC1); HEK293 GAL4-SRC1 luciferase reporter, luminescence; AID 588354; Q15788; inhibition, % at 3.6 µM; actives 0.12% (n = 360,000);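 active means inhibition above the campaign mean plus 3 SD, with each screening campaign given its own cutoff, cut at about 60% in these data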;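 further: 0% = DMSO treated cells and 100% = gossypol at 36 µM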
SRC3 inh: human NCOA3 inhibition; inhibition, % at 3.6 µM; HEK293 GAL4-SRC3 luciferase reporter, luminescence; actives 0.17% (n = 360,000);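 active means inhibition above a per-campaign cutoff, the mean of all compounds plus 3 SD, cut at about 60% in these data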;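 further: 0% = DMSO-treated cells and 100% = gossypol-treated cells at 36 µM; higher means less SRC3-driven luciferase light from the GAL4 reporter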
Target sequence (Q9Y6Q9 whole entry, looked up, the tested form may be a part): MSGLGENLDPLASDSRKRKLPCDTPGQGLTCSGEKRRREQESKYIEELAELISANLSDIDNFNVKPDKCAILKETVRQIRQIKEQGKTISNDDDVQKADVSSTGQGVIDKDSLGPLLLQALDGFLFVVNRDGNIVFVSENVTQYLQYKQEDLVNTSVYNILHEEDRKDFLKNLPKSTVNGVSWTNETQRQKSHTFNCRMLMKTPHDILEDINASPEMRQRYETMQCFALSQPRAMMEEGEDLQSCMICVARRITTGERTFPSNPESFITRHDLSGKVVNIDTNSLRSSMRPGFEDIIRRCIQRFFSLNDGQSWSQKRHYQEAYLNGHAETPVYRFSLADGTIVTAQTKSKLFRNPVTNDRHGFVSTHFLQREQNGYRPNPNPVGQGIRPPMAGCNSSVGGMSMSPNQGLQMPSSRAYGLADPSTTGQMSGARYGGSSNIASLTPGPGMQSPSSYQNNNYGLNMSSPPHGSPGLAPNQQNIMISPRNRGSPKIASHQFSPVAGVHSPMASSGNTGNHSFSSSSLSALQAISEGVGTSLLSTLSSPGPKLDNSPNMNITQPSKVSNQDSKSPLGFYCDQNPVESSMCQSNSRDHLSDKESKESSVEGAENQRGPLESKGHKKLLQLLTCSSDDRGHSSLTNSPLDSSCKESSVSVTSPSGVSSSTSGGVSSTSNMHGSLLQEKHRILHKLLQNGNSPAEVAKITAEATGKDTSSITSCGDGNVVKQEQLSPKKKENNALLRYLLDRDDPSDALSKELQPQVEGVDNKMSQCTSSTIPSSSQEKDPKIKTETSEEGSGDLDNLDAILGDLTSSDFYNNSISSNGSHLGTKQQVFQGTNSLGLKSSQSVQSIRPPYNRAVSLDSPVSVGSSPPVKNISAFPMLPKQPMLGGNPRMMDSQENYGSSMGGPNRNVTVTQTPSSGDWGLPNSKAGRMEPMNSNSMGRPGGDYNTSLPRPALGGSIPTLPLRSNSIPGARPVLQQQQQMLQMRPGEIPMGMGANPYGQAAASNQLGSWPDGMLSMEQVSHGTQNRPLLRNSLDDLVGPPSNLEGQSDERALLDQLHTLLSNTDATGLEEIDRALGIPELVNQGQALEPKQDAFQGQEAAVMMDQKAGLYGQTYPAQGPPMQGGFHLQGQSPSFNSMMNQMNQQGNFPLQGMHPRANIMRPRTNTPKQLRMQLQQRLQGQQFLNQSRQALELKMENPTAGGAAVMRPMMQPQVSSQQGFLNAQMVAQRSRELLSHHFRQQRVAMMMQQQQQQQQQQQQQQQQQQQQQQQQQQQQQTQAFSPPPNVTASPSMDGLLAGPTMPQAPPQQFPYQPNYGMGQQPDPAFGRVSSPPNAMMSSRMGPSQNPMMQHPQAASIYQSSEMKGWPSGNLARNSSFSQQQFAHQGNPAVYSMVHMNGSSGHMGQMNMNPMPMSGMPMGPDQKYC
ABHD5-PLIN5 inh: ABHD5-PLIN5 protein interaction inhibition. inhibition, % at 4 µM. AID 602281. Split G. princeps luciferase complementation, luminescence, 4 h. actives 0.78% (n = 360,000);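 active means inhibition above the mean inhibition across every tested compound plus 3 SD, cut at about 22% in these data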;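 further: 0% = DMSO only wells and the 100% control is not disclosed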
* = called active by the depositor; . = no result given. A portion of the library. The share of hits here may be higher or lower than overall.

MC4R barr agon	MC4R antagonist	LRH-1 inv ag	mol	NR2F2 inh	NOD2 RIPK2 PPI	NCOA2 inhibitor	LMP1 NFkB inh	TLR9-MyD88 inh	SRC1 inh	SRC3 inh	ABHD5-PLIN5 inh
-1.2	1	-1	O=C(NCC1CCCO1)c1ccc(NC(=O)C2C3C=CC(C3)C2C(=O)O)cc1 (configuration not stated)	5	6	-16	-6	6	7	-5	-3
-1.5	3	18	COCCNC(=O)CN(C(=O)CCC(=O)Nc1nccs1)c1ccc2c(c1)OCO2	-15	-15	-11	2	-2	9	-6	7
0.2	5	13	CCNc1c(NS(=O)(=O)c2ccc([N+](=O)[O-])cc2)c(=O)oc2ccccc12	11	-7	-4	-7	10	-21	5	-2
-4.2	10	-8	CCCn1c(N)cc(=O)n(CCC)c1=O	14	9	-7	-7	3	0	11	-2
0.4	8	11	CCc1ccccc1NC(=O)Nc1ccc(F)cc1F	13	-3	2	-14	7	1	-3	2
.	.	15	CCOC(=O)[C@]12CCCC=C1N(Cc1ccco1)C(=O)[C@H](CC(=O)NCc1cccc(C(F)(F)F)c1)C2	-12	1	-10	.	.	.	.	14
-1.8	1	-10	CCN(CC)C(=O)C1=C(C)N(CCC2=CCCCC2)C(=O)C(CC(=O)NC2CCCC2)C1 (configuration not stated)	-16	5	-13	-6	-1	-37	1	-7
0.7	-3	15	O=C(CSc1ncc(C(=O)O)n1-c1ccc(F)cc1)NCc1ccc2c(c1)OCO2	15	-9	-3	1	4	-15	15	2
-3.5	0	-2	CCC(=O)NC1(Cc2ccc(O)cc2)CCCCC1	-11	-8	5	-25	2	10	14	0
-3.0	15	-1	Cc1cc(C(=O)N2CCC2(C)C(=O)Nc2cc(C(C)(C)C)nn2C)nn1C (configuration not stated)	-16	2	12	.	.	-15	-1	1
-4.4	17	-12	O=[N+]([O-])c1cccc(/C=N/N2CCN(Cc3ccccc3)CC2)c1	-37	4	-9	-20	-10	-20	-25	-4
-2.9	-1	17	CS(=O)(=O)c1ccc(Cl)c(NC(=O)C2CCCN(C(=O)c3ccc(Cl)cc3)C2)c1 (configuration not stated)	-9	6	-4	-1	6	12	11	-3
-0.8	8	12	CCCc1nn2c(=O)cc(CSCC(=O)Nc3nnc(C(C)C)s3)nc2s1	-30	-15	2	3	3	-23	-18	-4
-0.6	9	9	O=C1CN(C(=O)CN2CCOCC2)C(c2ccccc2)c2cc(Br)ccc2N1 (configuration not stated)	-5	7	-17	-4	7	-14	2	4
4.2	12	-5	O=C(COC(=O)c1ccc2[nH]c3c(c2c1)CCCC3)Nc1ccccc1Cl	5	7	-6	5	-6	-8	11	-2
0.9	3	3	O=C(CCN1C(=O)c2ccccc2S1(=O)=O)Nc1ccccc1F	-4	-6	-16	-4	-4	6	6	0
-0.8	-2	28	O=C(CN1CCOCC1)N(c1ccccc1)c1ccc2ccccc2c1	12	3	-3	8	3	-27	6	-2
-0.7	9	-5	O=[N+]([O-])c1ccc(-n2nnnc2-c2ccccc2)cc1	6	-10	22	0	-20	2	-15	3
2.5	-7	2	CC1CCCN(C/C(O)=C(\C#N)c2nc3ccccc3[nH]2)C1 (configuration not stated)	15	-1	-22	-1	-5	-3	13	12
0.2	11	-12	Cc1nc2ccccc2c(=O)n1NC(=O)Cc1ccc(Br)cc1	0	-3	-10	-5	-3	8	23	1
-2.7	6	14	CCn1c(SCC(=O)NC2CCCCC2)nc2c(c1=O)SCC2	-5	-17	3	2	0	-11	28	-2
-1.7	0	-15	O=C(Nc1ccc(C(O)c2ccccc2)cc1)[C@@H]1O[C@H](CO)[C@@H](O)[C@H]1O (some centres not stated)	0	-6	-1	.	.	3	-3	1
0.2	17	-6	O=C(OCc1cn([C@@H]2CN(C(=O)c3cccs3)[C@@H](c3ccc(Cl)cc3)C[C@H]2O)nn1)c1ccccc1	9	-5	5	5	-3	0	1	3
-0.1	5	2	CC(=O)Nc1ccc(S(=O)(=O)NCCc2cc3c(C)ccc(C)c3[nH]c2=O)cc1	10	7	-26	10	6	-17	-9	1
-0.2	7	-3	Cc1ccc(S(=O)(=O)n2nc(-n3c(C)ccc3C)c3c(F)cccc32)c2ccccc12	-2	-4	20	.	.	7	-4	-16
-1.0	-3	23	CCCC(=O)NCCCc1nc2ccccc2[nH]1	-6	4	-7	87*	0	-11	7	12
-2.0	3	-4	COc1cc(Cl)ccc1OCc1cc(C(=O)N(C)C2CC(C)(C)NC(C)(C)C2)no1	11	-7	-3	-7	5	-16	-5	2
-5.1	8	-20	Cc1ccc(NC(=O)CSCC(=O)Nc2nnc(C3CC3)s2)cc1	-1	-5	-22	5	-5	0	5	-9
-2.2	0	7	CCn1c(C)nnc1SCC(=O)Nc1ccccc1Cl	8	1	-15	2	0	-3	12	-6
-1.8	-2	3	CC1CN(c2ccccc2)CCN1C(=O)c1cc(COc2c(F)cccc2F)on1 (configuration not stated)	-2	-9	13	18	-3	-10	-5	0
-3.3	7	-10	Cc1sc2ncn(CC(=O)NC3CCCCC3)c(=O)c2c1C	12	-13	-11	-2	2	-2	3	-7
-2.4	7	1	COC(=O)c1ccc(COc2ccc(/C=C/C(=O)c3ccc(OC)c(CSCC(=O)O)c3)cc2OC)cc1	12	4	-27	4	3	-34	-23	3
-2.8	6	20	COc1ccccc1-c1nn(-c2ccccc2)cc1C(=O)N1CCc2ccccc2C1	1	1	12	-7	-16	-3	9	4
-0.9	5	8	O=C(NCCC1=CCCCC1)C1CCN(S(=O)(=O)c2ccccc2)CC1	10	5	7	-4	5	-8	16	-1
-2.7	10	-3	COc1ccc(NC(=O)C2CCCN(S(=O)(=O)c3ccc4[nH]c(=O)ccc4c3)C2)cc1OC (configuration not stated)	-1	4	4	-4	-5	-1	-8	-8
7.3	5	-15	CC1CCN(c2nc(/C=C/c3ccccc3)nc3ccccc23)CC1	3	-13	7	-8	-2	-25	1	-1

2 entries from above in another layout.
canonical_smiles | MC4R barr agon | MC4R antagonist | LRH-1 inv ag | NR2F2 inh | NOD2 RIPK2 PPI | NCOA2 inhibitor | LMP1 NFkB inh | TLR9-MyD88 inh | SRC1 inh | SRC3 inh | ABHD5-PLIN5 inh
CC1CN(c2ccccc2)CCN1C(=O)c1cc(COc2c(F)cccc2F)on1 (configuration not stated) | -1.8 | -2 | 3 | -2 | -9 | 13 | 18 | -3 | -10 | -5 | 0
CCCC(=O)NCCCc1nc2ccccc2[nH]1 | -1.0 | -3 | 23 | -6 | 4 | -7 | 87* | 0 | -11 | 7 | 12

Remaining list, next part.
MC4R barr agon	MC4R antagonist	LRH-1 inv ag	mol	NR2F2 inh	NOD2 RIPK2 PPI	NCOA2 inhibitor	LMP1 NFkB inh	TLR9-MyD88 inh	SRC1 inh	SRC3 inh	ABHD5-PLIN5 inh
-2.0	2	4	COc1ccc(C(=O)Nc2ccnn2C2CCN(C(C)CSC)CC2)cc1 (configuration not stated)	-12	-5	3	-4	5	-57	-13	-2
1.9	14	-7	CCOc1ccc(Br)cc1S(=O)(=O)NC1CC(C)(C)NC(C)(C)C1	-11	-6	-23	1	-13	-26	-6	-3
-0.6	23	0	Cc1nn(C)cc1CN1CCC(CO)(CCOc2ccccc2)CC1	-4	0	9	1	5	-40	12	3
-0.9	0	15	CN(C)S(=O)(=O)c1ccc(Cl)c(C(=O)NNC(=O)Cc2nc3ccccc3n2C)c1	7	-16	16	2	-1	-13	-11	-6
-3.7	-6	0	O=C(c1cc(-c2ccc(Cl)s2)nc2ccccc12)N1CCCC1	10	0	13	0	5	5	10	-9
-0.1	8	6	O=C(CN1CCN(C(c2ccccc2)c2ccccc2)CC1)N1CCN(c2ccccc2)CC1	13	18	-16	-21	.	-5	-3	4
1.4	3	-15	Cc1ccc(S(=O)(=O)N2CCN(C(=O)COC(=O)CNC(=O)c3ccc(Cl)cc3Cl)CC2)cc1	2	-8	-30	-1	-6	0	-1	-6
-0.9	2	-1	CCOC(=O)C1=C(COC(=O)CCCOc2ccccc2)NC(=O)NC1C (configuration not stated)	0	-4	-22	6	-14	7	7	9
-1.5	6	2	O=c1[nH]c(SCc2ccccc2)nc2c1sc1ccccc12	11	0	-26	16	2	15	9	2
-1.8	10	11	Cn1c(C(=O)O)cc2cc(F)ccc21	10	-5	-4	-11	-1	8	-12	9
-1.2	8	-9	Cc1ccc(S(=O)(=O)N2CCC(=O)N(CCOC(=O)Nc3ccccc3C)CC2)cc1	-4	1	-16	-18	-2	-9	1	-2
0.9	3	4	Cc1ccc(NC(=S)N2CCN(C(=O)C3CCCO3)CC2)cc1 (configuration not stated)	-3	3	8	1	7	-1	8	1
-0.6	6	-12	Cc1cc(F)ccc1NC(=O)Cn1c(C)csc1=O	-15	-5	13	-4	-2	3	-1	3
-1.7	-15	6	COc1cc2c(cc1OC)C1=NC(=O)CN1C(SCc1ccccc1C)=N2	24	7	5	-2	-2	5	15	4
-1.2	0	27	Cc1cc(NC(=O)CSc2nc3[nH]c(=O)cc(O)c3s2)ccc1Br	6	-16	-27	-4	-13	-9	16	2
-2.0	0	8	Cc1ccc(C)c(NC(=S)NC2CC3CCCC(C2)N3CC(C)C)c1 (configuration not stated)	-1	0	-2	-2	-2	-9	-22	-7
0.0	6	-153	CCOc1ccccc1-c1nc(-c2ccc(C)nc2OC)no1	-20	4	-24	-50	-6	-73	-79	1
-1.1	-4	-29	N/C(=N\OC(=O)C(c1ccccc1)c1ccccc1)c1ccccn1	-4	-7	-15	-8	0	-21	-12	1
0.0	-10	7	C#CCNC(=O)C(C)c1ncc(C(F)(F)F)cc1Cl (configuration not stated)	9	-2	14	8	-7	1	19	12
-3.4	6	-6	CN(C(=O)c1cccc([N+](=O)[O-])c1)c1ccccc1C(=O)NCc1ccccc1	-1	6	-24	8	1	-29	15	-1
0.9	7	-10	COc1ccc(C(=O)NC(=O)CSc2n[nH]c(N)n2)cc1	-18	-3	-8	-11	-10	1	8	-4
-2.0	4	2	O=c1nc2onnc2c(C=NO)[nH]1	-1	-14	0	-6	-10	-8	-13	-4
-0.4	11	13	CCS(=O)(=O)CCSc1nc2c(cc1C#N)CCCC2	-34	1	-11	-24	-4	-16	2	4
4.6	-3	7	Cc1cccc(-n2c(=O)[nH]c3c(C(N)=O)nc(-c4ccccc4Cl)nc32)c1	-5	-9	3	2	12	7	4	-2
-1.2	1	6	Cc1ccc(C)c(NC(=O)NCc2ccccn2)c1	7	-3	-7	-3	-8	-20	3	-3
-0.6	12	-8	COc1ccccc1N1CCN(C2CCN(S(=O)(=O)c3ccc4ccccc4c3)CC2)CC1	-2	4	-11	-5	-8	-9	7	-1
-2.3	7	-15	Cc1ccc(CS/C(Nc2ccccc2C)=C(\C#N)C(=O)NCc2ccco2)c(C)c1	10	-15	4	-1	3	-22	-9	-3
0.1	4	-62	Fc1cc2nc(-c3ccncc3)[nH]c2cc1F	-12	18	-40	-4	2	-30	-17	0
-0.4	-4	-40	C/C(CC(=O)Nc1ccccn1)=N\NC(=O)c1ccc(C)cc1	3	-7	-29	-7	-11	-53	-22	-2
-0.9	15	-9	CNc1ncnc2c1ncn2[C@H]1CN(Cc2ccc(OC)cc2)C[C@@H](CO)O1	5	-8	-20	.	.	2	6	2
